ATXN2 expr inh: ATXN2 expression inhibition | HEK-293 ATXN2-luciferase reporter, luminescence, 24 h | Potency, µM (top dose mostly 57 µM), for inactives: at the highest dose activity change, negative = inhibition, usual class: inhibitors | 0.72% of 360,000 active; further: potency means the concentration at half of the fitted maximal effect; on the % scale 0 is the no-effect control and ±100 the full control effect; nearly all actives have a fitted effect of over 55% in size
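qHTS (up to 57 uM final) was run with 24 h compound exposure of reporter cells at 37 °C. Each well was multiplexed: SteadyGlo luminescence measured ATXN2-luciferase expression after a fluorogenic Gly-Phe-AFC viability readout (25 uM final).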
HT1080 IDH1KD tx: kills HT-1080 cells with IDH1 knockdown. HT-1080 IDH1 knockdown viability, ATP luminescence, 48 h. Potency, µM (series often up to 46.1 µM), for inactives: at the top dose activity, negative = toxicity, most hits filed as cytotoxic. AID 686971. 2% of 360,000 active;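 further: potency means the concentration at half of the fitted maximal effect; 0% = DMSO wells and -100% = cell-free medium wells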
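In this qHTS, HT-1080 cells depleted of IDH1 are exposed for 48 h at 37 °C to compound titrations. Toxicity is scored from CellTiter-Glo luminescence, with DMSO as full viability and medium alone as none.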
HepG2 viability: kills HepG2 cells in TGF-b inhibitor counter-screen | HepG2 CAGA-GFP viability, ATP luminescence, 18 h | Potency, µM (highest dose often 46.1 µM), for inactives: at the highest dose activity change, negative = cytotoxicity, actives largely listed as cytotoxic | 0.76% of 410,000 active | AID 588856; further: potency means the concentration at half of the fitted maximal effect; some results filed as inactive show a strong effect at the top dose
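CellTiter-Glo luminescence gave cytotoxicity after 18 hours at 37 degrees C. The cells were HepG2 CAGA-GFP in 1% FBS DMEM, stimulated with 500 pg/mL TGF-beta after compound addition. %Activity was normalised to no-cell wells (complete cell-killing) and DMSO (no toxicity), and curves were fitted and classified.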
HT1080-NT tox: kills 2HG-producing HT-1080-NT fibrosarcoma cells | HT-1080-NT fibrosarcoma viability, CellTiter-Glo ATP luminescence, 48 h | Potency, µM (highest dose often 46.1 µM), for the others: top-dose activity, negative = less viability, usual class: cytotoxic | 1.6% of 360,000 active | AID 686970;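 further: NT is the 2HG producing partner of a matched IDH1 knockdown line; potency means the concentration at half of the fitted maximal effect; 0% = DMSO-treated cells and -100% = media-only wells without cells; nearly all actives have a fitted effect of over 55% in size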
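Viability by CellTiter-Glo luminescence after 48 h compound exposure at 37C of HT-1080-NT cells (750/well, RPMI, 5% FBS). % activity scaled between DMSO wells and medium-only wells, then curve-fitted and categorized by curve class.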
ATXN viability: viability counter-screen for ATXN expression inhibitors; S2 cells (HEK-293 line with an ATXN2-luciferase reporter) viability, CellTiter-Fluor protease fluorescence, 24 h; Potency, µM (titrated, usually from 56.7 µM), most hits filed as cytotoxic; 0.49% of 400,000 active; further: potency means the concentration at half of the fitted maximal effect; nearly all actives have a fitted effect of over 40% in size
SW480 rereplic: induces DNA re-replication in SW480 colon adenocarcinoma cells | SW480 DNA re-replication, Hoechst DNA content imaging, 48 h | Potency, µM (doses to about 46.1 µM), for inactives: at the highest dose re-replication activation, actives largely listed as activators | 1.8% of 340,000 active | AID 624297; further: potency means the concentration at half of the fitted maximal effect; % of control where 0% means no effect; nearly all actives have a fitted effect of over 55% in size
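SW480 cells exposed to compounds for 48 hr at 37 C, 5% CO2, then Hoechst-stained 40 min. Nuclear DNA content imaged by fluorescence scanning (405 nm excitation, 500-530 nm emission); re-replication scored as increased high-intensity nuclei.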
MCF10A rereplic: inducers of DNA re-replication in MCF 10A breast cells. 2.9% of 350,000 active. Potency, µM (series often up to 46.1 µM), for inactives: at the highest dose activity, positive = re-replication, usual class: activators. MCF 10A DNA re-replication, Hoechst nuclear intensity, 48 h. AID 624296; further: potency means the concentration at half of the fitted maximal effect; % of control where 0% means no effect; nearly all actives have a fitted effect of over 50% in size
KB-3-1 tox: kills parental KB-3-1 adenocarcinoma cells | KB-3-1 viability, CellTiter-Glo ATP luminescence, 72 h | Potency, µM (highest dose often 46.1 µM), for inactives: top-dose activity change, negative = cytotoxic, usual class: cytotoxic | 1.4% of 400,000 active | AID 1347075; further: potency means the concentration at half of the fitted maximal effect; on the % scale 0 is the no-effect control and ±100 the full control effect; nearly all actives have a fitted effect of over 60% in size
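Luminescent ATP read-out (CellTiter-Glo) measures survival of drug-naive KB-3-1 cells after 72 h compound exposure at 37 °C. Titration series was screened from lowest to highest concentration, with DMSO vehicle plates as background controls.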
IL1B secr inh: inflammasome signaling inhibition, IL-1 beta readout; THP-1 LPS/ATP IL-1B secretion, AlphaLISA, 16 h; hits give low values; activity change, % at 57.5 µM; 4.7% of 360,000 active; AID 743279; in the data active means activity change below about -50%; inconclusive means mostly about -30% to -49%; further: on the % scale 0 is the no-effect control and ±100 the full control effect
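THP-1 cells pretreated 1 hr with compounds (up to 57.5 uM final), then stimulated with LPS (250 ng/mL final) plus ATP (1.25 mM final); secreted IL-1B measured by AlphaLISA after 16 hr, decreased signal indicating inhibition.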
* marks the source's active call; other numbers are inactive results; i = inactive; ? = inconclusive; . = no result given; & = joins results of further samples; [ ] = dose if it differs, or a comment. Unless noted, the call rests on the fitted dose curve; in most records, active means well fitted curve in the direction sought with a large enough effect; inconclusive means small, poorly fitted or top-dose-only effect, or another doubt; inactive means no such curve, though single readings can be large; an effect the other way counts as inactive or inconclusive.

SMILES	ATXN2 expr inh	HT1080 IDH1KD tx	HepG2 viability	HT1080-NT tox	ATXN viability	SW480 rereplic	MCF10A rereplic	KB-3-1 tox	IL1B secr inh
Cc1ccc(Cl)cc1N1CCN(C(=O)Cc2cn(C)c3ccccc23)CC1	27.7%	?	-34.6%	?	i	?	86.5%	?	-29.7
CCCC(C)C(=O)Nc1cc([N+](=O)[O-])ccc1F (stereo unspecified)	4.0%	-3.6%	-6.3%	-1.0%	i	-4.4%	0.3%	3.0%	0.0
CC1=NN(C(=O)c2ccc(Cn3nc(C)c(Br)c3C)cc2)C(O)(C(F)(F)F)C1 (stereo unspecified)	-24.9%	-6.0%	13.8%	-2.9%	i	-8.2%	-3.3%	0.0%	65.3
CN(C)c1ccc(-c2nc3ccc(Cl)cn3c2Nc2ccc3c(c2)OCCO3)cc1	40.3%[activator]	.	-21.1%	.	i	.	.	-0.2%	.
C#CCOCCOCCOCCNc1nc(N2CCN(C(=O)[C@H]([C@@H](C)CC)n3cc([C@@H](N)CC(C)C)nn3)CC2)nc(N2CCN(C(=O)[C@H](Cc3ccc(O)cc3)n3cc([C@@H](N)CC(C)C)nn3)CC2)n1	3.1%	5.1%	4.8%	6.8%	i	-0.5%	-26.2%	16.9%	-8.5
O=C(c1cccc(S(=O)(=O)Nc2cccc(C(F)(F)F)c2)c1)N1CCOCC1	1.3%	10.8%	22.3%	20.2%	i	19.2%	-12.8%	2.3%	11.4
CCNc1ccc(N=Nc2c(C)n(C)n(-c3ccccc3)c2=O)cc1	0.3%[11.3 µM]	-6.0%	2.5%	0.2%	i	?	10.7%	-0.1%	21.6
C#CC(C)OCC1CNC(=S)O1 (stereo unspecified)	.	4.6%	0.6%	12.8%	i	.	.	-4.6%	2.2
COc1cccc(CSc2ccc(S(=O)(=O)N3CCOCC3)cc2C(=O)NCC2CCCO2)c1OC (stereo unspecified)	-17.4%	5.4%	-4.3%	-0.7%	i	-3.4%	-0.1%	9.3%	-0.8
Cn1nc(C(F)(F)F)c(/C=N/OC(=O)c2ccccc2)c1Sc1ccc(Cl)cc1	-33.1%	-20.8%	15.6%	-27.7%	i	?	2.3%	?	?
CC1CCc2sc(C(=O)Nc3nnc(SCc4ccc(F)cc4)s3)cc2C1 (stereo unspecified)	6.6%	-22.9%	0.8%	-25.5%	i	0.0%	?	1.9%	-9.8
Cc1ccc2c(c1)-c1c(cnn1CC(=O)Nc1ccccc1C#N)CO2	-6.7%	.	0.6%	.	i	.	.	-1.6%	.
O=C(CSC1=Nc2ccccc2N=C(c2ccc(F)cc2)C1)Nc1cccc(C(F)(F)F)c1	-35.8%	.	-35.3%	.	?	.	.	-13.3%	.
CC(C)(C)OC(=O)CNC(=O)c1[nH]cnc1C(=O)NC1CCNCC1	-6.6%	-0.8%	3.3%	10.8%	i	-10.3%	16.5%	7.9%	2.9
N#Cc1cc2c(nc1SCc1cccc(Cl)c1)CCCCC2	-2.2%	14.9%	-24.7%	27.9%	i	10.7%	4.4%	-2.6%	-1.1

Arranged by value in SW480 rereplic (lowest first): some entries from above
molecule | SW480 rereplic | IL1B secr inh
CCCC(C)C(=O)Nc1cc([N+](=O)[O-])ccc1F (stereo unspecified) | -4.4% | 0.0
CC1CCc2sc(C(=O)Nc3nnc(SCc4ccc(F)cc4)s3)cc2C1 (stereo unspecified) | 0.0% | -9.8
O=C(c1cccc(S(=O)(=O)Nc2cccc(C(F)(F)F)c2)c1)N1CCOCC1 | 19.2% | 11.4

Other compounds follow.
SMILES	ATXN2 expr inh	HT1080 IDH1KD tx	HepG2 viability	HT1080-NT tox	ATXN viability	SW480 rereplic	MCF10A rereplic	KB-3-1 tox	IL1B secr inh
O=C(Nc1cc(C(F)(F)F)ccc1Cl)c1cccc(N2C(=O)CCC2=O)c1	-7.5%	7.2%	-31.4%	-0.5%	i	-2.2%	2.5%	.	0.0
CCC(C)(C)n1nnnc1C(c1cccs1)N1CCCCC1 (stereo unspecified)	.	0.4%	-21.8%	-10.6%	i	-1.4%	-0.5%	-4.7%	-5.7
Cc1cc(OCC(=O)NC2CCN(Cc3ccccc3)CC2)c2c(C)cc(=O)oc2c1	2.3%	1.2%	4.4%	2.6%	i	-6.8%	1.5%	?	-13.6
COc1ccc(C(C(=O)NC2CCCC2)N(C(=O)c2ccco2)c2ccc3c(c2)OCO3)cc1OC (stereo unspecified)	4.5%	-0.3%	-19.9%	3.7%	i	8.4%	23.4%	3.3%	-5.3
CC(C)c1ccc(S(=O)(=O)Nc2ccc(O)c(Sc3nc4ccccc4s3)c2)cc1	-19.1%	.	-40.8%	.	i	.	.	?	.
CC(=O)Nc1ccc(Nc2nc(C)cc(C)n2)cc1	3.2%	13.0%	24.1%	14.8%	i	-4.5%	-2.5%	0.8%	-3.4
Cc1ccc(-n2[nH]c(C)c(/C=N/c3cccc(C)n3)c2=O)cc1	0.4%	-28.4%	-32.8%	?	i	0.7%	12.6%	0.0%	25.6
O=C(Nc1cccc(S(=O)(=O)NC2=NCCCCC2)c1)c1cc(-c2ccco2)nc2ccccc12	?	-29.9%	-45.6%	?	?	?	16.4µM*	10.1%	4.7
N#Cc1c2c(c(Nc3ccc(F)cc3)n3c1nc1ccccc13)CCCC2	-26.6%	-24.1%	-28.6%	-2.2%	i	7.0%	?	?	11.1
Cc1cccc(N2CC(C(=O)OCc3ccc([N+](=O)[O-])cc3)CC2=O)c1 (stereo unspecified)	-11.5%	25.4%	1.1%	5.7%	i	9.7%	-4.1%	6.2%	40.0
COc1nnc(-c2ccc(C)c(S(=O)(=O)N(C)C)c2)c2ccccc12	-4.4%	14.5%	-13.9%	13.7%	i	?	?	9.1%	-11.4
COc1ccc(C(CNC(=O)Cn2c(=O)oc3ccccc32)N(C)C)cc1 (stereo unspecified)	0.9%	4.8%	-2.8%	-7.4%	i	-6.1%	10.4%	.	-2.5
COCCNC(=O)c1c[nH]c2ccc(S(=O)(=O)Nc3ccc(F)cc3F)cc2c1=O	2.4%&2.7%	1.1%	-4.0%&-10.2%	-1.4%	i	-5.1%	0.5%	-2.3%&0.4%	10.0
Cc1cccc(/C=N/NC(=O)Cn2nnnc2N)n1	-2.5%	1.1%	-0.9%	2.4%	i	-5.4%	0.4%	-1.2%	0.4
Cc1nc(-c2ccc(S(=O)(=O)Nc3ccc(C#N)cc3)cc2)co1	-6.3%	.	-8.9%	.	i	.	.	-3.6%	.

2 compounds picked at random from those above:
SMILES	ATXN2 expr inh	HT1080 IDH1KD tx	HepG2 viability	HT1080-NT tox	ATXN viability	SW480 rereplic	MCF10A rereplic	KB-3-1 tox	IL1B secr inh
CCC(C)(C)n1nnnc1C(c1cccs1)N1CCCCC1 (stereo unspecified)	.	0.4%	-21.8%	-10.6%	i	-1.4%	-0.5%	-4.7%	-5.7
CC(=O)Nc1ccc(Nc2nc(C)cc(C)n2)cc1	3.2%	13.0%	24.1%	14.8%	i	-4.5%	-2.5%	0.8%	-3.4

Next entries follow.
SMILES	ATXN2 expr inh	HT1080 IDH1KD tx	HepG2 viability	HT1080-NT tox	ATXN viability	SW480 rereplic	MCF10A rereplic	KB-3-1 tox	IL1B secr inh
CC(=O)Nc1cccc(NC(=O)CCc2ccccc2)c1	17.4%	-2.7%	5.2%	-1.3%	i	14.6%	?	-13.9%	-4.9
CC(=O)Nc1c(N)c2ccccc2oc1=O	8.5%	-8.7%	5.2%	6.9%	i	1.3%	-4.4%	-7.4%	-1.8
C[C@@H]1CCCCO[C@H](CN(C)C(=O)Cc2ccccc2)[C@@H](C)CN([C@H](C)CO)C(=O)c2cc(NC(=O)Nc3ccccc3)ccc2O1	5.6%	-24.1%	-25.8%	-13.3%	?	.	.	-3.5%	30.5
CC1C2C(C)N(C)C(=O)N(C)C2N(C)C(=O)N1C (stereo unspecified)	-1.2%	-0.7%	-18.0%	-0.7%	i	-3.1%	-0.9%	0.4%	37.9
COc1ccc(/C=N/NC(=O)c2cccc(C(=O)N/N=C/c3ccc(OC)cc3)n2)cc1	.	1.7%	-29.4%	5.8%	i	-8.3%	-0.2%	0.2%	57.2
O=C1NC(c2ccccc2)=C(c2nc3ccccc3s2)C(c2ccccc2)N1 (stereo unspecified)	?	?	-35.1%	?	?	3.3%	?	14.5%	?
CCCOC(=O)c1ccc(NC(=O)CSC2=Nc3ccccc3C3CC=NN23)cc1 (stereo unspecified)	-6.3%	-0.9%	18.0%	-0.6%	i	0.4%	-2.3%	-3.0%	44.5
COCCn1c(SCC(=O)N2CCOCC2)nnc1-c1ccncc1	2.9%	4.8%	13.7%	7.4%	i	-21.1%	-8.5%	2.1%	9.5
CN1CCN(Cc2nc3ccccc3n2C)CC1CCO (stereo unspecified)	-6.8%	0.9%	1.7%	9.7%	i	?	2.3%	10.8%	0.0
CC(=C/C(=O)O)/C=C/c1ccc(Cl)o1	3.8%	9.3%	3.2%	7.9%	?	2.9%	-11.8%	14.3%	21.0
COc1ccc(N2CCN(C(=O)CCCn3nnnc3CN3CCOCC3)C(C)C2)cc1 (stereo unspecified)	-2.8%	2.5%	-0.7%	-0.9%	i	-7.1%	-17.5%	-13.2%	i
COc1ccc(NC2=CC(c3ccccc3)N(c3ccc(OC)cc3)C2=O)cc1 (stereo unspecified)	.	?	-1.3%	-0.2%	i	-12.8%	2.6%	2.1%	-18.2
CN(c1cccc(NC(=O)c2ccc(Cl)c(S(=O)(=O)N3CCOCC3)c2)c1)S(C)(=O)=O	-2.3%	3.9%	-17.0%	-1.0%	i	-3.7%	13.5%	.	-8.3
Cc1cccc(NS(=O)(=O)c2c(C)n[nH]c2C)c1	-1.8%	3.0%	-7.8%	0.0%	i	0.3%	-0.3%	9.1%	-13.5
CC(=O)c1ccc(N2CCN(C(=O)COc3ccc4ccccc4c3)CC2)cc1	.	12.3%	3.7%	9.9%	.	.	.	0.3%	6.5

Compound activity (PubChem)
